Assay outcomes as filed in PubChem BioAssay.
Lipid storage S3 – qHTS Assay for Lipid Storage Modulators in Drosophila S3 Cells. Drosophila S3 cells, BODIPY lipid droplet fluorescence, 18-24 h; cells fed with added oleic acid. lipid storage change, negative = inhibition, % at the top dose, mostly 46.1 µM; hits show Potency in µM. 320,000 tested, 0.64% active. AID 2685; active = well fitted inhibition curve with a large enough effect in the signal ratio, with a control signal flat, not every such curve was filed as active; inconclusive = small, poorly fitted or top-dose-only effect, or effect the other way, or a change in a side signal; the % refers to the signal ratio
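Laser-scanning cytometry quantifies lipid droplet accumulation (500–530 nm total intensity; droplet/cell object ratio) in oleic acid-fed (400 uM added) Drosophila S3 cells treated with a concentration series. 20 uM Triacsin C defined 100% inhibition.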
Lipid storage S3 cell count max – second read-out of Lipid storage S3, no call of its own (marks repeat the call); cell number change, %; measured here: cell count max response;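 cells counted by Cell Tracker Red CMTPX staining in the red channel; peak over a dose series mostly up to 46.1 µM; percent activity relative to internal control wells on each plate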
Starred values were filed as active, the others as inactive; i = inactive; ? = inconclusive; . = no result given. % is set by controls: 0 for no effect and ±100 for the full control effect; potency is the fitted concentration of half-maximal effect.

Values in the order – Lipid storage S3, Lipid storage S3 cell count max
- Cc1cccc(NC(=O)C2CCN(S(=O)(=O)c3cccc4nonc34)CC2)c1
 : ?, .
- COC(=O)C1=C(C)N(Cc2ccccc2)C(=NCc2ccc(OC)cc2)N[C@H]1c1ccccc1
 : ?, .
- CCC(c1nnnn1CCc1ccccc1)N(Cc1ccco1)Cc1cc2c(C)ccc(C)c2[nH]c1=O (centres undefined)
 : ?, .
- COc1ccc(/C=N/NC(=O)C(=O)N2CCN(c3ccccc3OC)CC2)cc1
 : 17%, 19
- Cc1cc(C)cc(NC(=O)C(Nc2ccccc2)c2ccccc2)c1 (centres undefined)
 : 4%, 14
- CCOC(=O)c1c(NC(=O)C(C)Sc2c[nH]c3ccccc23)sc2c1CCC2 (centres undefined)
 : ?, .
- O=S(=O)(c1ccc2ccccc2c1)N1CCCCC1
 : ?, .
- COc1ccc(CN(C)CC(=O)Nc2ccccc2C(=O)NC2CC2)cc1
 : ?, .
- O=C(NNc1cc(Cl)cc(Cl)c1)C1CCC1
 : ?, .
- Cc1cccc(N2CCN(Cc3nc(-c4cccc(Oc5ccccc5)c4)oc3C)CC2)n1
 : ?, .
- Cc1ccc(NC(=S)NC2CCCC2)cc1C
 : 4%, 2
- O=C(N/N=C/c1ccc2ncccc2c1)c1cc(-c2cccs2)nc2ccccc12
 : ?, .
- COc1ccccc1NS(=O)(=O)c1cccc(C(=O)OCC(=O)Nc2cc(C)on2)c1
 : ?, .
- CC(=O)c1c(C)oc2ccc(NS(=O)(=O)c3ccc(C(=O)O)cc3)cc12
 : ?, .
- COc1ccc(C(=O)NCCc2ccc(Cl)cc2)cc1S(=O)(=O)N1CCCCC1C (centres undefined)
 : ?, .
- O=C(Nc1ccc(S(=O)(=O)Nc2nccs2)cc1)c1cc(-c2ccccn2)nc2ccccc12
 : ?, .
- COc1ccccc1-c1ccc2nnc(SC)n2n1
 : ?, .
- NC1=NC(c2ccccc2)N=C(Nc2ccccc2)N1 (centres undefined)
 : ?, .
- O=C(Nc1ccccc1[N+](=O)[O-])C1=C(O)CCn2c1nc1ccccc12
 : ?, .
- Cc1sc2nc(CSc3ccc([N+](=O)[O-])c(C(F)(F)F)c3)[nH]c(=O)c2c1C
 : ?, .
- CCCCNC(=O)C1(c2ccc(OC)cc2)CCOCC1
 : -1%, 8
- O=C(C1=C[C@@H](c2ccccc2)C[C@@H](OCCCCO)O1)N1CCOCC1
 : ?, .
- CCN1CCN(C(=O)c2cc3cc(F)ccc3[nH]2)CC1
 : ?, .
- CC1CCN(CCCNC(=O)CN2CCN(Cc3ccc(Cl)cc3)C2=O)CC1
 : -9%, -14
- CC(C)N(C(=O)c1sc2cc([N+](=O)[O-])ccc2c1Cl)C(C)C
 : ?, .
- Cn1c(SCC(=O)OC2CCCCC2)nnc1-c1ccc(S(=O)(=O)N2CCCC2)cc1
 : 15%, -8
- COc1cccc(NC(=O)CN2C(=O)NC(C)(c3ccc(C)cc3)C2=O)c1 (centres undefined)
 : ?, .
- COc1ccc(NC(=O)N2Cc3ccccc3CC2C(=O)NC(C)(C)C)cc1 (centres undefined)
 : -3%, -1
- CCOc1ccccc1NS(=O)(=O)c1cc2c3c(c1)CC(=O)N3CCC2
 : ?, .
- Cc1ccc(-c2csc(Nc3ccccn3)n2)cc1
 : ?, .

Four of the compounds above, with bars between the fields.
Molecule | Lipid storage S3 | Lipid storage S3 cell count max
NC1=NC(c2ccccc2)N=C(Nc2ccccc2)N1 (centres undefined) | ? | .
O=C(Nc1ccccc1[N+](=O)[O-])C1=C(O)CCn2c1nc1ccccc12 | ? | .
Cc1sc2nc(CSc3ccc([N+](=O)[O-])c(C(F)(F)F)c3)[nH]c(=O)c2c1C | ? | .
CCCCNC(=O)C1(c2ccc(OC)cc2)CCOCC1 | -1% | 8

Remaining list, next part.
Values in the order – Lipid storage S3, Lipid storage S3 cell count max
- COc1ccccc1NC(=O)COC(=O)C1CC1
 : 23%, .
- O=C(COc1ccc2c3c(c(=O)oc2c1)CCC3)NCC1CCC(C(=O)O)CC1 (centres undefined)
 : i, .
- N#Cc1c(SCC(=O)OCc2ccccc2)nsc1SCC(=O)OCc1ccccc1
 : ?, .
- COc1cc2c(cc1OC)C(C(=O)N1CCOCC1)C(c1cccs1)N(C)C2=O (centres undefined)
 : 0%, -21
- COC(=O)C1C(=O)OC(C)(C)C1C(C)C(=O)c1ccccc1 (centres undefined)
 : ?, .
- COc1ccc(NS(=O)(=O)c2ccc3c(c2)N(C(C)=O)CCS3)cc1
 : i, 5
- COC(=O)CSc1nc2c(c(-c3ccc(C)o3)c1C#N)CCCC2
 : ?, .
- CCOc1ccc(NC(=O)c2sccc2-n2cccc2)cc1
 : 0%, -3
- O=C(CSc1ccsc1[N+](=O)[O-])NCc1ccccc1
 : ?, .
- CCOC(CNC(=O)C1CCN(S(=O)(=O)c2ccc3nc4c(c(C(=O)O)c3c2)CCCCC4)CC1)OCC
 : i, 11
- Cc1ccc2cc(C#N)c(SCC(=O)N3CCCC3)nc2c1
 : 9%, 2
- COc1cc(C2CC(=O)Nc3c2c(=O)nc2c(C)cccn32)cc(OC)c1OC (centres undefined)
 : 10%, 24
- CNc1nnc(-c2ccc(N(C)C)cc2)s1
 : 11%, -8
- C=CCN1C(=O)c2cccc3c(Br)ccc(c23)C1=O
 : ?, .
- COc1cccc(OCc2cc(C(=O)N3CCN(C(=O)c4ccco4)CC3)no2)c1
 : ?, .
- CC1(C(=O)N(CC(=O)NC2CCCC2)C2CCCC2)CC(=O)N=C2C=CC=CN21 (centres undefined)
 : -12%, 1
- CCN1/C(=C\C(C)=O)Sc2ccc(OC)cc21
 : ?, .
- CCNc1nc(NOC)nc(OCC#N)n1
 : 0%, 1
- O=C(O)CN1C(=O)c2cccc(Oc3ccc(Cl)cc3)c2C1=O
 : ?, .
- OC1C=CSc2nc3ccccc3n21 (centres undefined)
 : 5%, -3
- COc1ccc(C)cc1NS(=O)(=O)c1ccc(-c2cnc(C3CC3)o2)cc1
 : ?, .
- O=C(O)C1Oc2cc3ccccc3cc2O1
 : i, 16
- O=[N+]([O-])c1ccc(S(=O)(=O)N2CCN(C3CCN(Cc4ccccc4)CC3)CC2)cc1
 : ?, .
- Cc1ccc(NC(=O)NC(=O)CN2C(=O)NC3(CCCCCCC3)C2=O)c(C)c1
 : ?, .
- CCn1c(CNc2ccc(Cl)cc2)nnc1SCC(=O)NCc1ccccc1
 : ?, .
- COC(=O)/C=C/C(=O)N1CCN(c2cccc(Cl)c2)CC1
 : ?, .
- COc1ccc(OC)c(CN2CCC(CO)(CCOc3ccccc3)CC2)c1
 : 1%, 8
- CSc1nc2nc(C)cc(-c3ccccc3)n2n1
 : i, .
- Cc1cccn2c(CNCC3(c4ccccc4)CCCC3)c(C(=O)N3CCOCC3)nc12
 : 12%, 1
- O=C(CCN=C1NS(=O)(=O)c2ccccc21)OCc1c(F)c(F)c(F)c(F)c1F
 : ?, .
- Cc1ccc(C2=[N+]([O-])C3(CCCCC3=O)N(O)C2(C)C)cc1 (centres undefined)
 : i, .
- c1ccc(-c2nnnc3ccccc23)cc1
 : ?, .
- NC(=O)c1c(NC(=O)CN2C(=O)CCC2=O)sc2c1CCCCC2
 : ?, .
- CC(C)c1cccc(C(C)C)c1NC(=O)c1ccc(OCC(=O)NCc2ccccc2)cc1
 : 9%, -6
- CCN(CC1COc2ccccc2O1)C(=S)Nc1ccccc1 (centres undefined)
 : 3%, 9
- Cc1ccccc1NC(=O)N1CCN(c2ncccn2)CC1
 : ?, .
- COc1c(Cl)cnn(-c2ccc(Cl)c(Cl)c2)c1=O
 : ?, .
- CC(C)(C)NC(=O)CSc1nc2ccc(NC(=O)CSc3nnnn3Cc3ccccc3)cc2s1
 : ?, .
- CCc1cc2c(=O)[nH]c(-c3ccccn3)nc2s1
 : ?, .
- CC(=O)NC(Cc1ccccc1C)C(=O)NC1CCN(C(=O)c2cccc(C)c2)CC1 (centres undefined)
 : ?, .
- Cc1noc(C)c1C(=O)NCCc1c(C)[nH]c2ccccc12
 : ?, .
- COc1cccc(N(C(=O)Cn2nnc3ccccc32)C(C(=O)NCc2ccco2)c2cccnc2)c1 (centres undefined)
 : ?, .
- CCN=C1SC(C(=O)Nc2ccc(Cl)c(Cl)c2)CC(=O)N1CC (centres undefined)
 : 9%, -29
- O=C(/C=C/c1cccc([N+](=O)[O-])c1)Nn1c(-c2ccccc2F)nc2ccccc2c1=O
 : ?, .
- Cc1ccc(/C=C(\C#N)C(=O)N2CCCC2)c(C)c1
 : 7%, 15
- CC(=O)N1N=C(c2cccs2)CC1c1ccco1 (centres undefined)
 : ?, .
- Cc1c(N=NC2=C(O)CCCC2=O)c(=O)n(-c2ccccc2)n1C
 : -29%, 2
- O=C(N/N=C/c1ccc(O)cc1)c1[nH]c2ccc(Br)cc2c1-c1ccccc1
 : ?, .
- CCCn1c2ccccc2c2cnn(CC(=O)NCCCN3CCCC(C)C3)c(=O)c21 (centres undefined)
 : ?, .
- CC(C)(C)CC(=O)Nc1cc2c3c(c1)CC(=O)N3CCC2
 : i, .
- COc1cc(/C=C2\C(=N)N3N=C(S(C)(=O)=O)SC3=NC2=O)cc(OC)c1OCCOc1ccc(C)cc1
 : -3%, -11
- COCc1cc(=O)[nH]c2cc(NC(=O)C3CC3)c(C)cc12
 : ?, .
- CC(C)(C)Nc1nc(C(N)=O)nc(N2CCOCC2)n1
 : ?, .
- O=S(=O)(c1ccc(Br)cc1)N1CCCc2ccccc21
 : ?, .
- Cc1ccc(NC(=O)C2CCC(CNC(=O)[C@@H]3Cc4ccccc4CN3)CC2)c(C)c1 (some centres undefined)
 : i, 5
- c1ccc(CNc2nc(N3CCN(Cc4ccccc4)CC3)nc3ccccc23)cc1
 : ?, .
- C/C(=N\Nc1ccc(C)c(Cl)c1)c1cccnc1
 : ?, .
- O=C(Cn1nnc(N2CCCC2)n1)N/N=C/c1ccc(Cl)cc1
 : 8%, -1
- Cc1cc(C(=O)NC(C)C2CCCO2)no1 (centres undefined)
 : ?, .
- COCCn1c(COc2ccc(Cl)cc2)nnc1SCC(N)=O
 : ?, .

Whole records, looked up by structure. Order of screens: Lipid storage S3	Lipid storage S3 cell count max
CCOC(=O)c1c(NC(=O)C(C)Sc2c[nH]c3ccccc23)sc2c1CCC2 (centres undefined) is listed as ?	.
Cc1ccc(NC(=O)NC(=O)CN2C(=O)NC3(CCCCCCC3)C2=O)c(C)c1 is listed as ?	.
COC(=O)C1=C(C)N(Cc2ccccc2)C(=NCc2ccc(OC)cc2)N[C@H]1c1ccccc1 is listed as ?	.

New compounds follow
Values in the order – Lipid storage S3, Lipid storage S3 cell count max
- COc1ccc2c(c1)c(=O)c(C(=O)O)c(-c1ccc3c(c1)OCO3)n2C
 : -9%, 7
- Cn1c(=O)c2cn(Cc3ccc(Cl)cc3)cc2n(C)c1=O
 : i, -22
- O=C(N/N=C(\c1ccccc1)c1cccnc1)c1cccc(F)c1
 : ?, .
- Cc1ccc(OCC(=O)Nc2ccc3c(c2)C(=O)N(CCC(=O)O)C3=O)cc1
 : 11%, 1
- O=C(CCC(=O)N1CCN(S(=O)(=O)c2ccc3ccccc3c2)CC1)Nc1cc(Cl)cc(Cl)c1
 : i, .
- CCN(CC)S(=O)(=O)c1ccc2c(c1)c(=O)c(C(=O)NCCOC)cn2C
 : ?, .
- CCOc1cccc(-c2nn3c(-c4ccccn4)nnc3s2)c1
 : 18%, -8
- CCOC(=O)C1=C(N)N(c2ccc(N3CCCCC3)cc2)C(=O)C1
 : ?, .
- CCOc1cc(C=O)ccc1OCC(N)=O
 : -10%, 13
- Cc1cc(/C=C2\SC(=O)N(C)C2=O)c(C)n1-c1ccc(S(N)(=O)=O)cc1
 : ?, .
- CC(=O)N1CCN(C(=O)c2ccc3c(c2)S(=O)(=O)c2ccccc2C3=O)CC1
 : -28%, -12
- COc1ccc(C(C)(C)C)cc1NC(=O)COC(=O)C1=NNC(=O)CC1
 : ?, .
- COc1ccccc1NC(=O)CNC(=O)c1ccc(F)cc1
 : 7%, -1
- O=C(Nc1ccccc1C(=O)N1CCOCC1)c1ccncc1
 : ?, .
- Oc1ccc(Br)cc1-c1ccnn1-c1ccccc1
 : ?, .
- CN(CCCC(=O)Nc1ccc(OC(F)F)cc1)S(=O)(=O)c1ccc(F)cc1
 : ?, .
- COc1cc(C(=O)Oc2c(CN3CCOCC3)cc(Cl)c3cccnc23)cc(OC)c1OC
 : ?, .
- CCC(C)[C@H](NC(=O)C1CC(=O)N(c2ccc3c(c2)OCCO3)C1)C(=O)N1CCCCC1 (some centres undefined)
 : ?, .
- CCOC(=O)c1[nH]c(C)c(C(=O)OCC(=O)N(Cc2ccccc2)C(C)C)c1C
 : ?, .
- COc1ccc(NC(C(=O)Nc2cccc(C(C)=O)c2)c2ccccc2)cc1 (centres undefined)
 : ?, .
- COC(=O)c1cc(OC)ccc1-c1ccc(OC)cc1
 : -10%, 24
- CC(C)CNS(=O)(=O)c1ccc(CCC(=O)NCc2ccncc2)cc1
 : -19%, 7
- CCCCN(C)C(=O)CSc1nc(NCc2ccc(OC)cc2)c2ccccc2n1
 : ?, .
- O=C1CCCC(=O)N1c1ccc(N2CCN(c3ccccc3)CC2)c([N+](=O)[O-])c1
 : 7%, -1
- CC(C)C(=O)Nc1cccc(NC(=S)NC(=O)C(c2ccccc2)c2ccccc2)c1
 : i, -28
- CCS(=O)(=O)c1ccc(C(=O)NC2CC2)c(Cl)c1Cl
 : ?, .
- CC(=O)C(=Cc1ccc(C(=O)O)cc1)C(C)=O
 : ?, .
- COc1ccc(NC(=O)COC(=O)CNS(=O)(=O)/C=C/c2ccccc2)cc1OC
 : ?, .
- Cc1cccc(NC(=O)C2CCN(S(=O)(=O)c3cccs3)CC2)n1
 : i, .
- CC(C)CCn1c(-c2nonc2N)nc2ccccc21
 : ?, .
- Cn1c(SCc2ccc(F)cc2)nnc1-c1cccs1
 : ?, .

A portion of the library (hit frequency here may not be typical).
